High-throughput results deposited in PubChem by several laboratories.
TPT1 inhibitor: Candida albicans TPT1 enzyme inhibitors, primary screen, biochemical, fluorescence polarization; tRNA 2'-phosphotransferase TPT1 (Candida albicans SC5314); recombinant caTPT1, FP RNA substrate dephosphorylation; inhibition, % at 5 µM; 300,000 tested, 0.81% active; AID 1962, 2009;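 active = inhibition above the mean of all tested compounds plus 3 SD, set per screening campaign, cut at about 24% in these data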;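 note: plate controls were DMSO alone for no effect and ferristatin control at 100 nM for full effect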
PP5 primary: PP5 phosphatase inhibitors, primary screen, biochemical, fluorescence; Serine/threonine-protein phosphatase 5 (Homo sapiens), P53041; purified PP5c, OMFP substrate fluorescence; inhibition, % at 6.7 µM; 320,000 tested, 0.18% active; AID 1987, 2009;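 active = inhibition above the campaign's mean inhibition across all tested compounds plus 3 SD, cut at about 9.5% in these data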;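 note: 0% = DMSO only and 100% = 100 µM cantharidin control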
Target sequence (P53041 whole entry, looked up): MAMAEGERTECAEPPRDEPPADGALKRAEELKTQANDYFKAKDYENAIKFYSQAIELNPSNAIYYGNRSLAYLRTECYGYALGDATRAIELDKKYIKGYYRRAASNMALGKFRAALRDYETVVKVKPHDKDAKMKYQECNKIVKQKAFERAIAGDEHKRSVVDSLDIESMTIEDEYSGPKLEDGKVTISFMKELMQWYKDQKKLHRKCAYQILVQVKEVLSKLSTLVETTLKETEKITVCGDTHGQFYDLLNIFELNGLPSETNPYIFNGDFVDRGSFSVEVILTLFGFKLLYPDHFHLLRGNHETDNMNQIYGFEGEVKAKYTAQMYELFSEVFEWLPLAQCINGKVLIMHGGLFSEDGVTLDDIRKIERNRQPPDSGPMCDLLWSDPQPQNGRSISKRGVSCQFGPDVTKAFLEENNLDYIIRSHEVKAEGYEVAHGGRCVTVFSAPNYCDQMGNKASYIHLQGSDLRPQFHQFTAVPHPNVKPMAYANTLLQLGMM
PP1 counter: PP1-alpha phosphatase inhibitors, primary screen, counter-screen for PP5 inhibitor project, biochemical, fluorescence, OMFP substrate, single point | Serine/threonine-protein phosphatase PP1-alpha catalytic subunit (Homo sapiens), P62136 | purified PP1alpha | inhibition, % at 6.7 µM | 320,000 tested, 0.9% active | AID 2235, 2010;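 active = inhibition above the mean inhibition of all tested compounds plus 3 SD, computed separately for each screening campaign, cut at about 15% in these data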
Target sequence (P62136 whole entry, looked up): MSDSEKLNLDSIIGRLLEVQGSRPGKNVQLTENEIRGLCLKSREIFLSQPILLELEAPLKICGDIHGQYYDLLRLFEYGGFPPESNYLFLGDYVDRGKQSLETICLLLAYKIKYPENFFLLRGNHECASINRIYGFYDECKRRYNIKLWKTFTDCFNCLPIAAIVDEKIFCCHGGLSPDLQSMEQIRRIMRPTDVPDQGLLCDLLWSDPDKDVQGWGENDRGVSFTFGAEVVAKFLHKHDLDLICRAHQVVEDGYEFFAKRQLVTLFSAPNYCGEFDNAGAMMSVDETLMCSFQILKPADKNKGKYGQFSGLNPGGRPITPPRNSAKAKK
ZTA counter: counter-screen for EBNA-1 inhibitors: inhibitors of Epstein-Barr virus ZTA | P03206 | AID 2234 | ZTA-DNA binding, fluorescence polarization | 320,000 tested, 0.15% active | inhibition, % at 11 µM; in the data active = inhibition above about 33%
Target sequence (P03206 whole entry, looked up): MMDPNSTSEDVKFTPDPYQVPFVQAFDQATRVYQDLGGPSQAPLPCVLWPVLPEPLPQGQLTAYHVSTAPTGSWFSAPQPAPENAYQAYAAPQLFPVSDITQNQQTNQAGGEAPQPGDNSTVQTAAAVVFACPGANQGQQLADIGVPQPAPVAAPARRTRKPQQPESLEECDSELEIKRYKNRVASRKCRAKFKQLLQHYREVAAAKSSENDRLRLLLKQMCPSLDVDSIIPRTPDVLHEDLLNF
GASC-1 inh: inhibitors of GASC-1 histone demethylase, primary screen, biochemical, fluorescence, DELFIA europium | Lysine-specific demethylase 4C (Homo sapiens), Q9H3R0 | GST-JMJD2C(1-420) H3K9me3 demethylation | inhibition, % at 2.35 µM | 330,000 tested, 0.069% active | AID 2099, 2009;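 active = more than half of a compound's replicate wells show inhibition beyond 50%, single wells judged on their own value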;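 note: signal counts dimethyl H3K9 product captured on neutravidin plate; 0% = median of DMSO wells and 100% = 0.3 times that DMSO median; strong numbers were not always called active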
Fh CTSL1 inh: Fasciola hepatica cathepsin L1 inhibitors, primary screen, counter-screen for PFM18AAP inhibitor project, biochemical, QFRET, fluorogenic peptide substrate | 300,000 tested, 0.49% active | recombinant F. hepatica cathepsin L1, Z-Leu-Arg-MCA fluorescence | inhibition, % at 5.96 µM | AID 1906, 2009;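 active = inhibition above the mean of all tested compounds plus 3 SD, set per screening campaign, cut at about 17% in these data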;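 note: 0% = plate median of test compound wells and 100% = 1 µM Z-Phe-Ala-diazomethylketone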
CR mimetic SO: reduction of superoxide in aged yeast, primary screen, HTS. S. cerevisiae aged cells, superoxide DHE fluorescence; hits give low values. superoxide response (% of plate mean), % at 10 µM. 330,000 tested, 0.18% active. AID 2690, 2010;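 active = superoxide response under a set limit, about three screen SD below normal, cut at about 65% in these data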;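 note: yeast aged for seven days with compound at 30 °C before DHE staining; 100% = average MFI of all compound-treated wells on the plate with controls excluded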
HCV core dimer: inhibitors of HCV core protein dimerization, primary screen, biochemical, TR-FRET, high-throughput; 300,000 tested, 0.33% active; inhibition, % at 5 µM; TR-FRET GST/Flag-core106 dimerization, 1536-well;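 active = inhibition above the mean of all tested compounds plus 3 SD, set per screening campaign, cut at about 45% in these data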
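Assay system: tagged HCV core106 pair (GST and Flag); medium: KF-containing HEPES buffer, pH 7.45, DTT, CHAPS, BSA; also added: Eu donor and XL665 acceptor anti-tag antibodies; dosing: 5 µM single dose; timing: compound-protein-antibody incubation 4 h at 22.5 °C; signal: TR-FRET 671 and 617 nm emission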
EBNA-1 inhibitor: EBNA-1 DNA-binding inhibitors, primary screen, biochemical, fluorescence polarization; AID 1950, 2009; inhibition, % at 14.8 µM; 300,000 tested, 0.34% active; in the data active = inhibition above about 28%
* marks the source's active call; other numbers are inactive results; . = no result given. Rows were taken by chance, and some 3.1% of all compounds hit somewhere here.

SMILES	TPT1 inhibitor	PP5 primary	PP1 counter	ZTA counter	GASC-1 inh	Fh CTSL1 inh	CR mimetic SO	HCV core dimer	EBNA-1 inhibitor
O=C1CS/C(=N/N=C2CCCC2)N1	3	1.6	0	-7	0	-10	125	-1	2
O=C(OCC(=O)N(C1CCCCC1)C1CCCCC1)c1ccco1	-1	2.9	-4	-20	1	-5	77	-1	-15
Cc1ccc(CC2S/C(=N/N=C/c3ccco3)NC2=O)cc1 (configuration not stated)	6	-1.9	1	-2	8	6	110	-1	-10
CCCCNC(=S)Nc1cc(S(=O)(=O)N2CCCCC2)ccc1C	1	5.1	-4	-3	-2	4	104	1	-18
COC(=O)C1=C(C)N(Cc2ccco2)C(=O)N[C@@H]1c1ccc(Br)cc1	-4	-0.2	2	-4	-1	0	90	-4	4
Cc1oc(-c2ccccc2Cl)nc1CS(=O)CC(=O)NCc1ccc2c(c1)OCO2 (configuration not stated)	-2	-1.4	-2	5	0	1	108	2	10
COc1ccc(N2CCN(C(=O)CC(NC(N)=O)c3cccc(Oc4ccccc4)c3)CC2)cc1 (configuration not stated)	1	1.1	-7	4	-4	2	102	-5	-5
O=C(CNc1ccc2ccccc2c1)N/N=C/C=C/c1cccc([N+](=O)[O-])c1	0	-0.9	7	17	-1	2	92	15	0
Cc1cccc(C)c1NC(=O)CN(C)C(=O)C1CC1C (configuration not stated)	.	-1.5	0	-10	.	.	83	.	.
CCOC(=O)N1CCN(C(=O)CN(C)S(=O)(=O)c2ccc(Cl)cc2)CC1	-5	0.5	0	-13	-15	0	109	-1	-1
Cc1ccc(C(=O)CCC(=O)OCC(=O)N(C)c2c(N)n(Cc3ccccc3)c(=O)[nH]c2=O)cc1	-2	-0.4	-10	4	-2	-40	92	0	-5
COc1ccccc1C(=O)Nc1nc(N)n(-c2ccccc2)n1	2	0.9	-4	3	-5	1	103	-1	-16
CCOC(=O)CSc1nnc2c(n1)C1(C)CCC2C1(C)C (configuration not stated)	-1	0.5	1	-3	-17	3	131	1	6
Cn1cccc1C(=O)OCC(=O)Nc1cc(C(C)(C)C)nn1-c1ccccc1	2	-1.2	-2	15	-3	-6	107	1	4
Cc1cccc(C(=O)NCC(=O)NC2CCN(Cc3ccccc3)CC2)c1	0	4.5	-2	8	7	0	99	1	-4
CCC(C)(C)c1ccc(OCCCC[n+]2ccccc2)c(C(C)(C)CC)c1	-1	6.1	15*	0	-23	2	81	-23	0
COc1ccc(NC(=O)c2cccnc2Sc2ccccc2)c(OC)c1	3	4.0	3	-8	-1	-3	94	-9	7
Cc1cc(S(=O)(=O)NCc2cccnc2)ccc1-n1cnnn1	-4	-0.2	-1	1	0	-1	91	-4	11
COc1ccc(CCNCC(O)COc2ccc(Cl)cc2)cc1OC (configuration not stated)	-1	0.6	-1	0	-1	1	87	-1	-3
COc1cccc(-c2nc(CS(=O)CC(=O)NC3CCCCC3)c(C)o2)c1 (configuration not stated)	2	-1.7	-2	12	10	-5	131	-7	2
Cc1cc(C)c2sc(N(CCCN(C)C)C(=O)CN3C(=O)c4ccccc4C3=O)nc2c1	-4	-3.1	1	1	-1	-3	112	-1	5
COc1ccc(CCC(=O)Nc2nccs2)cc1OC	7	0.9	-2	4	0	-6	111	-14	-27
CCOc1cc(CNn2nnnc2N)cc(Cl)c1OCC(=O)NC(C)(C)C	-3	-0.4	2	-11	1	2	103	-3	6
CCCN(C(=O)CCNC(=O)c1ccc(Cl)cc1)c1c(N)n(Cc2ccccc2)c(=O)[nH]c1=O	.	1.8	-2	-17	21	.	93	.	.
Cc1ccc(CNC(=O)c2ccc(N3CCC4(CC3)CC(c3ccccc3)=NO4)c(NC(=O)c3ccc(Br)cc3)c2)cc1	0	0.4	3	-8	2	-4	120	7	12
COc1cc2nc(N3CCN(C(=O)OCc4ccccc4)[C@H](C(=O)NC(C)(C)C)C3)nc(N)c2cc1OC	-2	-1.9	-2	12	.	2	87	-3	3
Cc1cc(C)cc(N(CCC#N)C(=O)COC(=O)CN2C(=O)NC(C)(C)C2=O)c1	-3	2.9	-6	-1	2	-2	91	1	1
O=C(NCc1ccc2c(c1)OCO2)c1nn(-c2ccccc2)c(=O)c2ccccc12	1	6.3	3	-7	8	-2	96	6	-8
Cc1cccc(CCN=C(N)NS(=O)(=O)c2ccccc2)c1	3	-4.7	-13	8	0	-1	103	1	-14
Cc1cc(NC(=O)COC(=O)c2ccc(S(=O)(=O)C(F)F)cc2)n(-c2ccccc2)n1	-1	-1.3	0	10	-1	-3	103	0	7
O=C(c1ccc(Cl)cc1)N1CCN(CCOc2ccccc2)CC1	-4	2.4	2	-3	-6	-3	97	-3	-6
O=C(NNC(=O)c1cc(-c2ccc(Cl)cc2Cl)nc2ccccc12)Nc1ccccc1	-5	0.7	-1	11	7	4	96	24	4
Cc1coc2c(C)c3oc(=O)c(CCC(=O)N4C[C@H]5C[C@@H](C4)c4cccc(=O)n4C5)c(C)c3cc12	1	2.6	1	-1	-6	-2	91	1	7
C/C(CC(=O)Nc1ccc2c(c1)OCO2)=N\NC(=O)c1ccccc1N	0	-1.2	-6	0	2	3	114	-8	-3
COc1ccc(S(=O)(=O)Nc2cc(Cl)ccc2-n2cncn2)cc1	.	0.1	2	-13	10	.	98	.	.
Cc1ccc2c(c1)C1CN(C)CCC1N2C(=S)Nc1ccc(Cl)cc1Cl (configuration not stated)	5	0.7	9	19	1	0	100	-4	7
CC(=O)Nn1cc2c(c1-c1ccccc1)c(=O)n(C)c(=O)n2C	4	-1.2	-2	8	0	1	105	1	1
CN(C=C1C(=O)CC(C)(C)CC1=O)CCN1CCNCC1	-5	1.9	-1	2	2	2	90	-4	3
O=C1CCC(C(=O)N2CCOCC2)CN1Cc1ccc(Cl)cc1 (configuration not stated)	0	-4.2	-9	5	7	-1	99	-20	2
CCn1c(CC(=O)Nc2ccc(F)cc2)nnc1SCC(=O)Nc1nnc(C)s1	-2	0.3	3	-13	-13	0	106	-12	-1
CCOc1cc(C=O)ccc1OCCSc1ccc(Cl)cc1	-1	1.1	-1	8	-5	5	98	5	8
Nc1c(C(=O)c2ccccc2)sc2nsc(SCCN3CCCC3)c12	48*	1.6	2	-4	0	3	96	1	-15
COc1ccccc1Nc1nc2nonc2[nH]c1=O	-1	-1.7	-2	-2	-9	0	93	-3	4
CCCCSCc1[nH]c(=O)[nH]c1C(=O)CCCCC(=O)OCC	0	-1.9	-4	20	80	3	111	0	20
Cc1ccc(S(=O)(=O)N(C)CC(=O)NCCc2c[nH]c3ccccc23)cc1	2	1.0	1	5	1	0	101	-2	-1
COc1ccc(-c2cc(C(=O)NCc3cccs3)no2)cc1	2	0.3	5	9	4	2	104	3	2
CCCCCCCC(=O)N/N=C/c1ccc([N+](=O)[O-])o1	4	2.7	4	0	5	4	93	3	5
COc1ccc(-c2cn[nH]c2-c2ccc(OCC(=O)NN)cc2O)cc1OC	-3	2.6	0	-14	1	-7	100	-5	-1
Cc1nn(-c2ccc(N3CCOCC3)nn2)c(C)c1CCC(=O)Nc1ccc(F)cc1	-2	1.0	-3	-14	2	0	89	-18	-4
COc1ccc(S(=O)(=O)N(C)CC(=O)NCCN2CCOCC2)cc1C	3	-1.3	-2	8	-3	-2	100	8	-4
CN(C)C(=O)C12CCC(C)(C(=O)C1Br)C2(C)C (configuration not stated)	-2	0.4	-2	-10	-5	3	92	-3	9
CCn1c(SCC(=O)c2ccc(C)cc2)nnc1-c1ccncc1	0	3.0	5	-3	-18	-4	91	-1	-7
CCCNc1nc(Nc2ccc(C)c(Cl)c2)c2cnn(C)c2n1	1	6.5	3	3	2	-3	97	8	-6
CCCCCOc1ccc(/C(C)=N/NC2=NCCN2)cc1	-5	0.5	1	-12	-16	3	109	5	1
O=C(Oc1ccc2c(=O)c(Oc3ccc4ccccc4c3)coc2c1)c1ccco1	-4	1.9	0	8	-3	-2	97	17	-2
CCOC(=O)Nc1nc(-c2ccc(F)cc2F)cs1	-4	1.1	2	6	1	0	106	-5	6
Cc1nc(N[C@@H](Cc2ccccc2)C(=O)O)c2oc3ccccc3c2n1	-4	1.9	-2	5	1	2	109	-8	2
Cc1ccc(S(=O)(=O)NCCN=C(CN2CCOCC2)NS(=O)(=O)c2ccc(C)cc2)cc1	1	-0.4	-1	11	.	-1	100	-2	5
O=C(CSc1nnc(Nc2ccccc2)s1)NC1CC1	.	0.2	-4	-2	5	.	111	.	.
O=C(O)c1ccc(Nc2nc(-c3ccccc3)nc3ccccc23)cc1	0	2.4	2	9	15	2	123	0	5
Other entries follow.
SMILES	TPT1 inhibitor	PP5 primary	PP1 counter	ZTA counter	GASC-1 inh	Fh CTSL1 inh	CR mimetic SO	HCV core dimer	EBNA-1 inhibitor
COc1cc(Cl)c(CN2CCCC(CO)(Cc3cccc(Cl)c3)C2)cc1OC (configuration not stated)	1	0.5	5	-10	8	2	124	3	-2
CCOC(=O)CN1C(=O)C(O)=C(C(C)=O)C1c1ccc([N+](=O)[O-])cc1 (configuration not stated)	-10	-0.5	-1	15	-2	4	94	-3	11
CC(=O)Nc1ccc(-c2cc3ccccc3o2)cc1	-1	0.2	-4	16	0	5	109	-2	18
Cc1ccc(NCc2ccccc2O)c(C)c1	-5	4.5	2	0	-15	0	104	-1	-18
COC(=O)c1sc2ccccc2c1NC(=O)c1ccc(S(=O)(=O)N2CCCCC2C)cc1 (configuration not stated)	3	0.2	2	-2	-6	0	98	22	-3
O=S(=O)(NC(=S)NC1CCCCC1)c1ccc(Br)cc1	4	-0.2	-1	-5	-18	8	92	7	-3
CCCCN1C(=O)N(c2nnc(C(C)(C)C)s2)C(O)C1c1ccc(C)cc1 (configuration not stated)	-1	5.3	5	-4	-1	2	100	-49	-3
COc1ccc(NC(=O)C(=O)NCCCn2ccnc2)cc1	5	0.4	-4	-6	14	-4	106	-6	-5
O=C(O)c1ccc(F)c(S(=O)(=O)Nc2ccccc2Cl)c1	-1	-0.7	1	-23	-8	-3	79	-5	-4
Cc1cc(=O)oc2cc(OC(C)C(=O)N3CCOCC3)ccc12 (configuration not stated)	0	-0.4	-3	8	-2	1	110	2	4
Cn1c(N)c(C(=O)Nc2ccccc2)c(=O)[nH]c1=O	1	0.3	-1	16	-27	-1	.	5	5
CCOC(=O)N1CCN(S(=O)(=O)c2ccc(C(=O)Nc3ccc4c(c3)C(=O)NC4=O)cc2)CC1	-2	-0.4	2	-6	-1	3	93	-5	5
O=C(COC(=O)c1ccc(S(=O)(=O)NCc2ccco2)cc1)NC1CCCCCC1	-1	1.7	-1	-16	4	-10	94	5	-1

Some of the entries so far, in markdown.
| Molecule | TPT1 inhibitor | PP5 primary | PP1 counter | ZTA counter | GASC-1 inh | Fh CTSL1 inh | CR mimetic SO | HCV core dimer | EBNA-1 inhibitor |
| --- | --- | --- | --- | --- | --- | --- | --- | --- | --- |
| CCOC(=O)N1CCN(C(=O)CN(C)S(=O)(=O)c2ccc(Cl)cc2)CC1 | -5 | 0.5 | 0 | -13 | -15 | 0 | 109 | -1 | -1 |
| Cc1ccc(C(=O)CCC(=O)OCC(=O)N(C)c2c(N)n(Cc3ccccc3)c(=O)[nH]c2=O)cc1 | -2 | -0.4 | -10 | 4 | -2 | -40 | 92 | 0 | -5 |
